Compound activity: PubChem, several laboratories
Lipid droplet = hepatic lipid droplet formation modulation; 240,000 compounds, 0.4% hits; AML12 mouse hepatocytes, oleate lipid droplets, BODIPY imaging; AID 1656; inhibition, % at 6.5 µM;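 active = lipid droplet intensity inhibited by at least 50%, with more than 500 cells counted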
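Assay system: AML12 hepatocytes (mouse); Probe or stimulus: oleic acid at 100 µM to induce lipid droplet formation; Dosing: compound at 6.5 µM only; Schedule: compound with oleate, overnight; Detection: fluorescence imaging, 20x objective, two fields per well; Measure: % inhibition of lipid droplet signal.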
XIAP displacement = XIAP antagonists, biochemical, IAP family, fluorescence polarization (AID 1018); XIAP BIR domain, fluorescence polarization peptide displacement; higher % means a stronger effect; displacement, % at 20 µM; hits with a dose series show IC50 in µM; 200,000 compounds, 0.007% hits; in the data active = displacement above about 50%; note: a part of the inactive calls stands beside numbers as strong as those of hits
Insulin prom up = MIN6 insulin promoter up-regulation; AID 1625; 190,000 compounds, 0.3% hits; z-score at 5 µM; MIN6 insulin promoter-GFP reporter, high-content imaging; hits give high values;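 active = z-score above 3 at 5 µM with at least 500 cells counted in the well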
b-catenin transl = beta-catenin nuclear translocation modulation; 190,000 compounds, 0.3% hits; nuclear translocation activity, % at 5 µM; HeLa beta-catenin nuclear translocation, immunofluorescence imaging; AID 1665;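 active = nuclear translocation activity above 50% at 5 µM, with a well cell count of 50 or more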;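 note: per-cell ratio of nuclear to cytoplasmic median beta-catenin stain intensity; plate controls were DMSO negative control for no effect and GSK-3 inhibitor IX positive control for full effect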
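test system = HeLa cells, endogenous beta-catenin | dosing = single 5 µM dose plus 0.02–20 µM confirmation series | times = compound treatment 24 h, 37°C, 5% CO2 | technique = beta-catenin immunofluorescence imaging with DAPI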
Autophagy HCS = alters autophagy in cells | MEF GFP-LC3 puncta imaging; test concentration mostly 10 µM | 190,000 compounds, 0.98% hits | AID 463193 | calls only at 10 µM (by protocol);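 active = percentage of spot-positive cells more than 3 SD above its plate mean, without a fluorescence outlier flag or 80% toxicity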;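 note: spot-positive cell cutoff set from DMSO-treated cells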
MT stabilize HCS = stabilizes microtubules in HeLa cells; HeLa tubulin immunostaining HCS, 24 h; share of cells brighter than vehicle mean+2SD; % tubulin-high responders, % at 10 µM; 200,000 compounds, 0.83% hits; AID 2205;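 active = plate Z-score above 3 for both tubulin-high and condensed-nucleus cell shares, with cell loss under 80%, at 10 µM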;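 note: anti alpha tubulin signal scored within the nucleus-defined area of each cell; some results filed as inactive read as strong as hits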
WT yeast gro inh = growth inhibition of WT yeast, mitochondrial fusion screen. mitochondrial fusion phenotypic screen, WT strain. inhibition, % at 10 µM. 190,000 compounds, 2.1% hits. AID 1362; in the data active = inhibition above about 58%; tested in S. cerevisiae
Dynein transport = dynein cargo transport inhibition. 3617.4 mouse cells, GR-EGFP nuclear translocation imaging; test concentration mostly 20 µM; stimulated with dexamethasone, 1 µM; hits give low values. z-score, hits read low. 220,000 compounds, 0.47% hits. AID 1381;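 active = plate z-score of nuclear minus cytoplasmic receptor signal below a set negative limit, without overly bright fluorescence or cell loss, cut at about -3.5 in these data, passing the limit was not always enough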;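 note: z-score of nuclear minus cytoplasmic ring GR-EGFP intensity difference per well; some compounds called inactive have numbers as strong as hits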
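Schedule: 48 h induction, then 1 h compound, then 30 min agonist, 37 °C. Buffer or medium: tetracycline-free induction medium containing charcoal-stripped FBS. Reagent: 1.0 µM final dexamethasone stimulus. Evaluation: nuclear versus cytoplasmic GR-EGFP signal, averaged per well. Signal: high-content fluorescence imaging after fixation.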
ER stress rescue = rescue of cells from ER stress-induced death, primary screen, 384-well, CSM14.1, thapsigargin, ATP luminescence (AID 1222). 190,000 tested, under 10 active. cellular ATP content (survival), % at 20 µM, or EC50 in µM where a hit was titrated. CSM14.1 thapsigargin-induced death rescue, ATP luminescence; higher % means a stronger effect;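 active = EC50 below 50 µM in the dose-response confirmation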;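 note: death triggered by thapsigargin at about 15 µM added after 2 h compound pretreatment; cell ATP read after overnight thapsigargin exposure of roughly 18 to 22 hours; normalized against plate controls of thapsigargin alone and 5% DMSO vehicle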
WT yeast gro inh mutant strain = recorded beside WT yeast gro inh, whose call it bears; inhibition, %; mitochondrial fusion phenotypic screen, mutant strain inhibition
Dynein transport cytoplasmic EGFP = further read-out of Dynein transport, marked with its call; z-score; measured here: cytoplasmic GR-EGFP intensity; hits give high values
Dynein transport nuclear GR-EGFP = also measured in Dynein transport; calls as there; z-score; measured here: nuclear GR-EGFP intensity;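 lower value marks the stronger effect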
Dynein transport cell count = recorded beside Dynein transport, whose call it bears; z-score; measured here: cell count per field
Insulin prom up cell count = second read-out of Insulin prom up, no call of its own (marks repeat the call); cell count; measured here: cytotoxicity, nuclei count;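 total cells summed across four imaged fields per well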
Lipid droplet cells 6.5 µM = recorded beside Lipid droplet, whose call it bears; cell count; measured here: cell count, cytotoxicity flag;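 cells counted across two imaged fields per well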
b-catenin transl cell count 5 µM = further read-out of b-catenin transl, marked with its call; cell count; measured here: cell count, cytotoxicity flag
MT stabilize HCS Hoechst-high % = also measured in MT stabilize HCS; calls as there; % Hoechst-high responders; measured here: nuclear condensation Hoechst responders;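 share of cells brighter than vehicle mean plus two SD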
MT stabilize HCS cytotoxicity % = recorded beside MT stabilize HCS, whose call it bears; toxicity, %; measured here: cytotoxicity by cell density;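 0% = mean cell density of plate MIN control wells and 100% = no cells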
Autophagy HCS cell loss 18 h = further read-out of Autophagy HCS, marked with its call; toxicity, %; measured here: cell loss, nuclei count;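 cell loss after 18 h compound exposure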
Starred values were filed as active, the others as inactive; i = inactive; / = not tested or not shown; + = active, no number.

SMILES	Lipid droplet	Lipid droplet cells 6.5 µM	XIAP displacement	Insulin prom up	Insulin prom up cell count	b-catenin transl	b-catenin transl cell count 5 µM	Autophagy HCS	Autophagy HCS cell loss 18 h	MT stabilize HCS	MT stabilize HCS Hoechst-high %	MT stabilize HCS cytotoxicity %	WT yeast gro inh	WT yeast gro inh mutant strain	Dynein transport	Dynein transport cytoplasmic EGFP	Dynein transport nuclear GR-EGFP	Dynein transport cell count	ER stress rescue
Cn1nc(OC(=O)Nc2ccc(Cl)cc2)cc1C(F)(F)F	13	779	-3.4%	0.15	978	-0.1	1047	i	12	1.3	1.5	10	-5	1	0.96	-0.1	0.38	-0.67	4.0%
CN(C(=O)/C=C/c1ccc2c(c1)OCO2)c1ccccc1	0	731	-2.2%	-0.02	1295	0.0	1041	i	9	2.9	2.2	1.3	-2	-10	-0.85	-0.36	-0.15	0.41	-5.3%
CCC(=O)Nc1nc2cc(OC)ccc2s1	/	/	-3.4%	0.49	1334	-2.2	976	i	-5	1.0	2.4	5.5	/	/	-0.23	-0.21	-0.12	0.37	-2.4%
CC(C)NC(=O)C1CCN(C2CCN(Cc3nc(C(C)C)cs3)CC2)CC1	-36	622	-6.9%	-0.31	1506	0.4	1068	i	13	2.6	1.9	6.1	-2	1	-0.26	-0.24	-0.14	0.63	-1.0%
N#C/C(C(=O)NCc1ccccc1)=C1\SC(CCO)C(=O)N1c1ccccc1 (stereo not drawn)	-6	651	-3.6%	/	/	-2.1	1110	i	9	3.1	2.5	9.9	5	9	-0.44	-0.23	-0.26	1.3	-0.4%
CCN(CC)CCNC(=O)c1ccc2c(c1NCCO)C(=O)c1ccccc1C2=O	23	769	/	0.39	997	0.7	1228	/	/	/	/	/	/	/	-0.56	0.045	-0.23	0.34	/
O=c1[nH]c(=O)n(Cc2ccccc2)c2c1C(C(F)(F)F)(C(F)(F)F)N=C(c1ccco1)N2	/	/	-2.3%	-0.77	1418	-1.3	1365	i	-4	2.3	1.9	10.0	9	42	0.15	-0.13	-0.54	-0.54	-0.3%
COc1cccc(/C=N/NC(=O)CC2C(=O)NN=C2C)c1OC (stereo not drawn)	/	/	-2.3%	0.7	1471	-3.6	1013	i	5	2.2	1.3	9.8	-17	-12	-0.83	-0.17	0.042	0.35	-0.1%
Cc1ccc(/C=c2/sc3n(c2=O)CCCN=3)o1	5	748	-13%	0.39	1169	-2.3	1243	i	3	2.3	1.9	5.4	9	-1	-2.2	-0.12	-0.8	-0.56	0.8%
O=c1[nH]c2cc3c(cc2cc1CN(Cc1cccs1)Cc1nnnn1Cc1ccco1)OCCO3	/	/	-2.6%	-0.68	1203	-7.3	943	i	-3	0.7	1.1	7.9	5	8	-0.41	-0.13	-0.065	-0.27	2.7%
Cc1noc(C)c1CSc1nc2ccccc2c(=O)n1-c1ccc(Cl)cc1	3	751	-12%	0.09	931	/	/	i	12	40*	11*	66*	-7	-9	0.19	-0.033	0.17	-0.17	0.5%
CC(C)C[C@H](NC(=O)c1nc[nH]c1C(=O)N1CCC(C)CC1)C(=O)OC(C)(C)C	-5	709	/	-0.43	890	-0.3	1195	/	/	/	/	/	/	/	0.68	-0.75	0.41	-0.47	/

Next section; it opens with the two that closed the last part.
SMILES	Lipid droplet	Lipid droplet cells 6.5 µM	XIAP displacement	Insulin prom up	Insulin prom up cell count	b-catenin transl	b-catenin transl cell count 5 µM	Autophagy HCS	Autophagy HCS cell loss 18 h	MT stabilize HCS	MT stabilize HCS Hoechst-high %	MT stabilize HCS cytotoxicity %	WT yeast gro inh	WT yeast gro inh mutant strain	Dynein transport	Dynein transport cytoplasmic EGFP	Dynein transport nuclear GR-EGFP	Dynein transport cell count	ER stress rescue
Cc1noc(C)c1CSc1nc2ccccc2c(=O)n1-c1ccc(Cl)cc1	3	751	-12%	0.09	931	/	/	i	12	40*	11*	66*	-7	-9	0.19	-0.033	0.17	-0.17	0.5%
CC(C)C[C@H](NC(=O)c1nc[nH]c1C(=O)N1CCC(C)CC1)C(=O)OC(C)(C)C	-5	709	/	-0.43	890	-0.3	1195	/	/	/	/	/	/	/	0.68	-0.75	0.41	-0.47	/
CC(C)OCCCNC(=O)c1ccc(N(C)S(C)(=O)=O)cc1	6	760	-8.0%	0.51	1155	1.0	496	i	-1	2.6	1.8	2.8	2	13	-0.4	-0.24	-0.81	0.34	-3.6%
O=[N+]([O-])c1ccc2nc(-[n+]3c(-c4ccccc4)cc(-c4ccccc4)cc3-c3ccccc3)[nH]c2c1	8	676	-4.4%	0.76	1253	-1.0	929	i	23	7.8	1.6	8.0	38	4	1.2	-0.27	0.68	0.42	3.2%
CCCCCCCCCCCCC(=O)CCCCC(=O)O	3	721	-3.6%	-0.75	1388	-1.8	1148	i	-10	2.6	1.8	13	23	18	-0.43	-0.28	-0.12	0.58	-2.0%
N#Cc1cc2sc3nnc(-c4ccncc4)n3c2cc1C#N	1	731	1.1%	-0.45	1270	/	/	i	17	8.6	6.7	16	-2	-1	-0.65	-0.083	-0.089	-0.4	-2.4%
CCC(C)NC(=O)c1ccc(NC(=O)C2CCCO2)cc1 (stereo not drawn)	/	/	-5.9%	-0.08	1398	-1.0	1428	i	0	9.9	2.0	1.8	3	-5	-0.61	-0.13	0.22	0.26	1.2%
CC1CN(S(=O)(=O)N2CCOCC2)CCN1S(=O)(=O)N1CCOCC1 (stereo not drawn)	15	699	-2.6%	-0.84	1339	-6.0	1075	i	-2	3.8	3.8	5.1	-3	10	-1.1	-0.34	-0.064	1	0.0%
COC(=O)c1ccc(NS(=O)(=O)c2ccc(SC)cc2)cc1	1	631	-3.2%	0.2	1663	0.2	1034	i	5	2.3	1.9	5.4	9	9	-0.2	-0.19	0.5	-1.1	-0.9%
Cc1cc(C)c2oc(-c3ccc(C)c(NC(=S)NC(=O)c4cccs4)c3)nc2c1	/	/	-5.9%	0	1654	-1.0	1342	i	-3	1.0	1.7	5.8	37	5	-0.51	-0.18	-0.32	0.4	-0.4%
CNc1cnn(-c2ccc(C)cc2)c(=O)c1Cl	/	/	-2.6%	/	/	/	/	i	21	2.9	1.4	2.9	-17	-13	0.18	-0.2	-0.059	-0.95	-2.4%
COCCN1CN=C(Nc2nc3ccccc3s2)NC1	/	/	-0.9%	0.25	1586	0.4	1344	i	-51	1.7	2.5	13	-3	4	-0.32	-0.16	-0.22	0.97	-0.3%
Cc1ccc(Cn2nc(C)c(/C=N/NC(=O)c3cccnc3)c2C)cc1	-2	635	-1.4%	-0.24	1592	-0.3	998	i	10	2.3	1.7	6.0	-9	0	-0.47	-0.27	-0.17	0.55	-0.3%
CCC(c1nnnn1Cc1ccc(F)cc1)N1CCN(C)CC1 (stereo not drawn)	5	718	-8.8%	-0.24	1249	-2.3	1106	i	9	1.3	2.0	1.6	7	4	-0.097	-0.22	0.73	-0.66	-1.6%
O=C(CSc1nc2ccccc2s1)N1CCCCC1	6	820	-22%	-0.01	885	2.5	1053	i	-3	1.8	1.2	7.1	5	6	-0.47	0.0057	-0.026	0.44	-4.5%
CC1CCCCC1NC(=O)Cn1nnc2ccccc2c1=O (stereo not drawn)	-5	686	-14%	0.24	1154	-5.8	1117	i	7	3.1	3.9	7.4	-5	-1	-0.42	-0.29	0.24	0.19	1.7%
CCC(C)(C)NC(=O)c1ccc2c(c1)S(=O)(=O)c1ccccc1C2=O	5	754	-8.4%	-0.06	1239	-2.4	1210	i	5	1.6	1.1	9.7	23	19	0.4	0.33	0.74	0.64	2.1%
COc1ccc(CCNC(=O)CCSc2nc(-c3ccco3)cc(C(F)(F)F)n2)cc1	/	/	-7.9%	1.1	1078	-3.4	954	i	-20	2.8	1.8	4.1	1	-1	-0.68	-0.15	-0.53	-0.86	0.2%
Cc1cc(C)c(C)c(S(=O)(=O)N2CCNCC2)c1C	6	681	-1.3%	-0.86	1174	-1.8	1084	+	2.3*	2.6	1.7	14	6	7	-0.78	-0.31	-0.44	1.3	-2.4%
Cc1nc2ncc(Br)cc2[nH]1	6	806	-7.5%	0.54	1249	0.5	447	i	-6	2.8	4.0	0.0	-7	0	-1.1	0.4	0.23	0.67	-0.6%
CCOC(=O)C1CCN(C(=O)c2ccccc2NC(=O)c2ccc(Br)cc2)CC1	4	706	-4.1%	-1.1	1341	/	/	i	4	3.0	1.9	4.3	-8	8	-0.019	-0.31	-0.35	-0.15	-2.4%
Cc1ccc(SCc2cc(=O)c3c(=O)n(-c4ccccc4)[nH]c3[nH]2)cc1	-33	673	-8.8%	1.4	1551	-2.3	1058	i	15	3.2	1.5	12	6	10	0.13	-0.26	0.21	-0.3	-0.8%
COc1cccc(/C=N\NC(=O)c2sc(N)nc2C)c1OC	5	757	-2.2%	-0.57	875	-2.8	1240	i	-10	2.3	1.1	2.5	/	/	-0.49	0.22	0.033	0.61	-1.5%
CS(=O)(=O)N1CCN(c2ccccc2NC(=O)c2cccnc2Cl)CC1	13	794	-5.7%	0.58	914	/	/	i	-13	2.5	1.5	0.6	-6	5	-0.73	-0.031	-0.23	0.82	-0.7%
COc1ccc(C(=O)N2CCN(C3CCN(Cc4ccccc4)CC3)CC2)cc1OC	6	816	-2.4%	-0.6	884	/	/	i	-5	3.4	4.0	8.3	16	20	0.037	-0.25	0.046	1.1	0.1%
Cc1ccc2c(C(=O)CSc3ccccc3)c(C)[nH]c2c1	-6	672	-9.3%	-0.23	1445	-1.7	1138	i	10	7.3	2.1	7.7	12	3	0.53	-0.23	0.84	-0.15	0.6%
